BoNT F protease – BoNT/F light chain protease inhibitors, primary screen, biochemical, flow cytometry, MLPCN library. Botulinum neurotoxin type F light chain protease (Clostridium botulinum). Multiplex microsphere protease cleavage assay. inhibition, % at 10 µM. 360,000 tested, 0.22% active. AID 588497, 2011; in the data active means inhibition above about 35%, passing the limit was not always enough; inconclusive means no clear call, values can overlap the other calls; further: plate controls were buffer without enzyme for full effect and enzyme alone for no effect
VHR inh abs – VHR1 phosphatase inhibitors, primary screen, biochemical, absorbance, uHTS. Dual specificity protein phosphatase 3 (Homo sapiens), P51452. recombinant VHR phosphatase, pNPP absorbance. inhibition, % at 13.3 µM. 290,000 tested, 0.52% active; in the data active means inhibition above about 50%; further: some compounds called inactive have numbers as strong as hits
Target sequence (P51452 whole entry, looked up): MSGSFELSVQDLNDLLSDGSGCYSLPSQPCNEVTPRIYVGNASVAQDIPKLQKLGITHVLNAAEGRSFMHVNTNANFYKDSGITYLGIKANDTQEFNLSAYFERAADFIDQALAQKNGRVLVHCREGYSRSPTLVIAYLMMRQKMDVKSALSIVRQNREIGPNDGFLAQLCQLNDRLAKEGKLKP
MazEF act – activators of E. coli MazEF toxin-antitoxin RNase, primary screen, biochemical, fluorescence, uHTS | 350,000 tested, 0.32% active | AID 504720, 2011 | Endoribonuclease toxin MazF (Escherichia coli (strain K12)), P0AE70 | activation, % at 20 µM | FAM/BHQ RNA-DNA oligo cleavage fluorescence, 5 h; in the data active means activation above about 50%
Target sequence (P0AE70 whole entry, looked up): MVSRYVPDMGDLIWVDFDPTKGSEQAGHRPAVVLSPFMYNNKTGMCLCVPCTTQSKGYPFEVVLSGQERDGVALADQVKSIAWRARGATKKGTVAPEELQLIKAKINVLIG
UGM FP inh – M. tuberculosis UGM enzyme inhibitors, primary screen, biochemical, fluorescence polarization, single point; UDP-galactopyranose mutase (Mycobacterium tuberculosis (strain ATCC 25618 / H37Rv)), …; purified UGM, fluorescence polarization probe displacement; inhibition, % at 10 µM; 320,000 tested, 0.06% active; in the data active means inhibition above about 10%, passing the limit was not always enough; inconclusive means no clear call, values can overlap the other calls
Target sequence (P9WIQ1 whole entry, looked up): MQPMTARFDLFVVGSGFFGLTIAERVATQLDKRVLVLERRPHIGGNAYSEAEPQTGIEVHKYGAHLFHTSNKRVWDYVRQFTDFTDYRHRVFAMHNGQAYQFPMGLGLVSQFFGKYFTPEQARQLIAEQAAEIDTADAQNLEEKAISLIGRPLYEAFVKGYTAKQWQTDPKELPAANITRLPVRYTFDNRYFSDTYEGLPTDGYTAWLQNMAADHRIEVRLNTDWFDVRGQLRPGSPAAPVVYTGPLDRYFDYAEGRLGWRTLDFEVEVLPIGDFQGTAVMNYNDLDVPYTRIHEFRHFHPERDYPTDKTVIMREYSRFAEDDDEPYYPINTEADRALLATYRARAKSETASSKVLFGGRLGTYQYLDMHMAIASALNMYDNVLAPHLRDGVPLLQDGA
Mtb BioA inh – M. tuberculosis BioA enzyme inhibitors, primary screen, biochemical, plate reader, single point, HTS | AID 602481, 2012 | inhibition, % at 9.99 µM | 7,8-diaminopelargonic acid synthase BioA (Mycobacterium tuberculosis) | 360,000 tested, 0.096% active | purified M. tuberculosis BioA enzyme; in the data active means inhibition above about 40%; inconclusive means no clear call, values can overlap the other calls
CCHF vOTU inh – CCHFV vOTU protease inhibitors, primary screen, biochemical, Pep-AMC substrate, fluorescence; inhibition, % at 11.5 µM; 370,000 tested, 0.55% active; AID 651958, 2012; further: 0% = vehicle wells with enzyme and 100% = no enzyme wells
FadD28 binding – inhibitors of FadD28 bisubstrate probe binding, primary screen, biochemical, fluorescence polarization, single point; 360,000 tested, 0.22% active; AID 588549, 2011; inhibition, % at 12.5 µM; Mycobacterium tuberculosis FadD28 fatty-acid-AMP ligase; in the data active means inhibition above about 8.5%, passing the limit was not always enough; inconclusive means no clear call, values can overlap the other calls
GDH-TPI counter – GDH-TPI coupling enzyme inhibitors, primary screen, artefact control for M. tuberculosis FBA inhibitor project, biochemical, absorbance, full deck | GDH-TPI coupled enzyme counterscreen, NADH absorbance | inhibition, % at 4.8 µM | 360,000 tested, 1.2% active;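 further: 0% = DMSO wells and 100% = wells lacking the enzyme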
FBA Mtb inh – Mtb FBA enzyme inhibitors, primary screen, biochemical, fluorescence, strain H37Rv | purified M. tuberculosis FBA, fluorescence read-out | inhibition, % at 1 µM | 360,000 tested, 2.3% active | AID 588726, 2011; in the data active means inhibition above about 27%;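 further: 0% = vehicle and 100% = reference inhibitor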
Target sequence (P9WQA3 whole entry, looked up): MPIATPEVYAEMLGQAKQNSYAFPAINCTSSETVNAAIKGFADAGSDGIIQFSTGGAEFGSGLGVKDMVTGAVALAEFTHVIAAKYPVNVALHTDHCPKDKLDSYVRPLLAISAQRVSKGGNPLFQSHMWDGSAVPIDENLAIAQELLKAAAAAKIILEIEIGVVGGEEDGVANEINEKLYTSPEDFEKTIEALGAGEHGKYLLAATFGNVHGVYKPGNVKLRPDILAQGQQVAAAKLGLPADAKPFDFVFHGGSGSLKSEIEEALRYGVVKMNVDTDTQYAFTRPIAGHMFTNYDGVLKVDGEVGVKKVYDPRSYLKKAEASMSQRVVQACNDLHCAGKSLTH
Rv3671c inh – Rv3671c serine protease inhibitors, primary screen, biochemical, fluorescence polarization, M. tuberculosis H37Rv; AID 2606, 2010; inhibition, % at 5.96 µM; P9WHR9; 320,000 tested, 0.048% active; in the data active means inhibition above about 38%;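 further: extracellular domain of Rv3671c used as enzyme; 0% = enzyme with DMSO and 100% = no enzyme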
* = called active by the depositor; ? = inconclusive; . = no result given; & = joins results of further samples. Unless noted, no stated cut-off is given here; in the data, active means inhibition above about 30%; inactive means the rest.

SMILES | BoNT F protease | VHR inh abs | MazEF act | UGM FP inh | Mtb BioA inh | CCHF vOTU inh | FadD28 binding | GDH-TPI counter | FBA Mtb inh | Rv3671c inh
COCC(=O)N(Cc1cc2ccc(C)cc2[nH]c1=O)c1ccc(OC)cc1 | 1 | 0 | -2 | 0.5 | 0.0 | -2 | -2.1 | 8 | 62* | 5
O=C(CSc1ccc([N+](=O)[O-])cn1)Nc1ccc2c(c1)OCO2 | -14 | 87 | -1 | 0.0 | -1.2 | 1 | -2.1 | 9 | 0 | 6
O=C(CCc1nnc2n(Cc3ccc(F)cc3)c(=O)c3ccccc3n12)NCCCN1CCOCC1 | -5 | 0 | 2 | 5.3 | -0.8 | -2 | -1.5 | 5 | 2 | -5
CCCNC(=O)c1c(N)n(-c2cc(OC)cc(OC)c2)c2nc3ccccc3nc12 | -2 | 0 | -2 | 1.4 | 0.4 | -13 | -1.8 | 6 | 22 | -3
OC1CCN(c2cc(-c3ccccc3)nc3cc(-c4ccc(F)cc4)nn23)CC1 | -2 | 17 | 3 | -1.5 | . | -11 | -3.3 | 2 | 22 | -28
Cc1ccc(C)c(NCCC#N)c1 | -12 | 0 | -1 | 1.1 | -1.3 | -5 | -2.6 | 3 | -1 | 0
CNc1nnc(-c2ccncc2)s1 | 0 | -10 | 5 | -1.0 | -1.4 | -70 | 0.2 | 16 | 145* | -7
COc1ccc(-c2nn(CCC#N)cc2C(=O)NCc2ccccc2)cc1[N+](=O)[O-] | ? | 6 | 9 | 0.9 | 2.1 | 20 | -0.2 | -2 | 1 | .
FC(F)(F)c1cnc2c(-c3ccccc3)n[nH]c2c1 | -3 | 24 | 12 | . | . | -6 | -3.8 | -1 | 20 | .
COc1cccc(OCC(Cn2c(C)nc3ccccc32)OC(C)=O)c1 (stereo not given) | -4 | -8 | 0 | -3.4 | . | -2 | -2.4 | -5 | -1 | -1
Cc1ccc(N2C(=O)Nc3ccccc3S2(=O)=O)cc1Cl | 18 | 5 | 0 | 0.5 | 3.5 | -11 | -5.9 | -2 | 3 | -4
CCN(c1ccccc1)S(=O)(=O)c1ccc(Cl)c(C(=O)NCC2CCCO2)c1 (stereo not given) | -2 | -2 | 5 | 0.0 | . | -10 | -0.8 | 0 | 0 | 4
O=C(CSc1nnc(Cc2ccccc2)o1)NC1CCCCC1 | -20 | 2 | 7 | 1.9 | 1.1 | 10 | -2.1 | 2 | 1 | -6
COC(=O)c1cnn2c3c(c(C)nc12)CCCC3 | 5 | -11 | 0 | -3.2 | 0.6 | -20 | -1.6 | 2 | 74* | 6
CCOCN(C(=O)Cn1cnc2ccccc21)c1c(C)cccc1CC | -2 | 41 | 16 | 0.0 | . | -20 | -0.7 | 4 | -1 | 5

Some of these compounds in order of SMILES length, lowest first:
SMILES | BoNT F protease | VHR inh abs | MazEF act | UGM FP inh | Mtb BioA inh | CCHF vOTU inh | FadD28 binding | GDH-TPI counter | FBA Mtb inh | Rv3671c inh
CCOCN(C(=O)Cn1cnc2ccccc21)c1c(C)cccc1CC | -2 | 41 | 16 | 0.0 | . | -20 | -0.7 | 4 | -1 | 5
CCN(c1ccccc1)S(=O)(=O)c1ccc(Cl)c(C(=O)NCC2CCCO2)c1 (stereo not given) | -2 | -2 | 5 | 0.0 | . | -10 | -0.8 | 0 | 0 | 4
COc1ccc(-c2nn(CCC#N)cc2C(=O)NCc2ccccc2)cc1[N+](=O)[O-] | ? | 6 | 9 | 0.9 | 2.1 | 20 | -0.2 | -2 | 1 | .

The main list resumes with the three entries that preceded the break.
SMILES | BoNT F protease | VHR inh abs | MazEF act | UGM FP inh | Mtb BioA inh | CCHF vOTU inh | FadD28 binding | GDH-TPI counter | FBA Mtb inh | Rv3671c inh
O=C(CSc1nnc(Cc2ccccc2)o1)NC1CCCCC1 | -20 | 2 | 7 | 1.9 | 1.1 | 10 | -2.1 | 2 | 1 | -6
COC(=O)c1cnn2c3c(c(C)nc12)CCCC3 | 5 | -11 | 0 | -3.2 | 0.6 | -20 | -1.6 | 2 | 74* | 6
CCOCN(C(=O)Cn1cnc2ccccc21)c1c(C)cccc1CC | -2 | 41 | 16 | 0.0 | . | -20 | -0.7 | 4 | -1 | 5
COc1cc(OC)cc(C(=O)NC(C(=O)Nc2ccc(N3CCOCC3)cc2)C(C)C)c1 (stereo not given) | 13 | . | 9 | . | -0.5 | 0 | -0.8 | 3 | 0 | .
Cc1c(O)nc(SCC(=O)Nc2ccc3c4c(cccc24)CC3)n(-c2ccccc2)c1=O | 2 | 3 | -4 | -0.4 | . | 6 | 1.1 | -3 | 0 | -6
Cc1cc(F)ccc1N1CCC(N2CCN(CCC(C)C)C(CCO)C2)CC1 (stereo not given) | 1 | 7 | 13 | 1.8 | . | -9 | -0.6 | 1 | 2 | -14
CCN(Cc1ccccc1)S(=O)(=O)c1cc(C(=O)NC(C)C2CC3CCC2C3)ccc1OC (stereo not given) | -6 | 0 | 3 | -0.8 | . | 11 | -1.3 | 8 | -1 | -25
Cc1ccc(OCC(=O)NC(=S)Nc2ccc(Br)cn2)cc1C | -3 | 15 | 2 | 2.8 | . | 6 | -0.6 | 9 | -1 | -5
COc1ccc(CNc2nc3ccccc3n2C)c(O)c1 | . | 5 | 7 | 3.4 | . | -10 | -1.1 | 6 | 3 | 11
COc1ccccc1N1CCN(S(=O)(=O)CCNC(=O)/C=C/c2ccc3c(c2)OCO3)CC1 | 8 | . | 5 | . | -2.3 | -7 | -0.3 | 14 | 11 | .
CCC(C)(C)NC(=O)Cc1ccccc1OC | 7 | -2 | 4 | 0.6 | -0.9 | 1 | -3.7 | -2 | -1 | 2
CCN(CC)S(=O)(=O)c1ccc(/C=C/C(=O)Nc2cccc(F)c2)cc1 | -1 | 5 | 2 | -0.4 | 5.9 | -11 | -3.1 | 23 | -1 | -75
CC(c1ccccc1)N1C(=O)c2ccc(C(=O)NCc3cccnc3)cc2C1=O (stereo not given) | -2 | 20 | -2 | -2.6 | 12 | -5 | -0.5 | 13 | 0 | -5
Clc1ccc2c(c1)C1=C(C(c3ccncc3)O2)C(c2ccc(Br)cc2)n2ncnc2N1 (stereo not given) | 11 | -3 | 1 | -0.6 | 4.3 | 0 | -4.8 | 11 | 2 | -3
COc1ccc(OC)c2[nH]c(=O)c(CCNS(=O)(=O)c3ccc(Cl)cc3)cc12 | 4 | -8 | 8 | -3.2 | -0.6 | 4 | ? | 8 | 9 | -1
CC1CN(c2nc3ccccc3nc2SCC(=O)Nc2cccc(C(F)(F)F)c2)CC(C)O1 (stereo not given) | 1 | . | 3 | -3.0 | 1.7 | 9 | -0.9 | 3 | 2 | -28
COC(=O)N/N=C(\C)c1ccccc1OC(F)F | 10 | -6 | 7 | 2.0 | -1.2 | -30 | -4.5 | 3 | -1 | -4
Cc1noc(C)c1NC(=O)Nc1cccc2c1O[C@H](CN(C)S(C)(=O)=O)[C@@H](C)CN([C@H](C)CO)C2=O | 0 | . | 2 | -0.6 | -1.6&-0.2 | 1 | -1.1 | -1 | -1 | -3
COC(=O)Cc1c(C)nc2nc(NCc3cccc([N+](=O)[O-])c3)[nH]n2c1=O | 2 | 19 | 0 | 1.2 | 0.1 | 0 | -4.2 | -2 | 1 | -3
CC1=CC(C)C(C[N+]2(C)CCCCC2)C(C)C1 (stereo not given) | 3 | 15 | -7 | 1.4 | . | 23 | -2.4 | -3 | -2 | -2
Cc1ccc(Nc2nc(N)c([N+](=O)[O-])c(N3CCC(C)CC3)n2)cc1C | -8 | -7 | 6 | 3.3 | -0.6 | 2 | -4.3 | 10 | 0 | -16
CC(=O)N1CCCc2cc(S(=O)(=O)N3CCCC(C(=O)Nc4cc(C)ccc4C)C3)ccc21 (stereo not given) | -1 | 12 | 10 | -1.6 | 0.0 | 8 | 0.2 | 0 | 2 | 3
O=C1N[C@H]2CC=C[C@H]2Nc2ccccc21 | 4 | . | 2 | . | -0.3 | -11 | -0.6 | 12 | 9 | .
CCCCN(CCCC)CCNC(=O)CSCc1ccc(C)cc1 | -5 | -9 | 1 | 3.6 | 1.7 | 3 | -2.3 | -14 | 4 | 4
Cc1ccc2nc(-c3ccc(NC(=O)COC(=O)c4ccc([N+](=O)[O-])o4)cc3)sc2c1 | -2 | 10 | 20 | 0.1 | . | -44 | -1.9 | 9 | 20 | 0
CNC(=O)C(NC(=O)CNC(=O)c1ccc(Cl)cc1)C(C)(C)C (stereo not given) | -2 | -3 | 3 | -1.3 | 1.1 | -2 | -1.4 | 2 | 4 | 5
CCN(CC(=O)NCc1cccs1)C(=O)c1cccc(S(=O)(=O)N2CC(C)OC(C)C2)c1 (stereo not given) | 1 | . | -3 | 1.9 | -5.5 | -1 | -0.8 | 9 | 3 | -4
C[C@@H]1CN([C@@H](C)CO)C(=O)c2cc(Br)cnc2O[C@H]1CN(C)C(=O)Cc1cccnc1 | -2 | . | 5 | . | 0.7&6.5 | -4 | -1.2 | 4 | -1 | .
O=C(c1ccc(F)cc1)c1cccc(C(=O)c2ccc(F)cc2)n1 | -9 | . | 6 | . | . | 1 | -1.2 | -6 | 2 | .
CC1=CC(=O)C(Sc2ccc(C)cc2)=CC1=O | 5 | . | -8 | . | -1.2 | 18 | -2.3 | -5 | -3 | .
COc1ccc(C(=O)Nc2ccc(N3CCN(C)CC3)cc2)cc1 | . | 2 | -29 | -2.2 | -0.8 | -6 | -0.6 | 15 | 0 | 3
CC(NC(=O)c1cccc(F)c1)C(c1cccs1)N1CCN(C)CC1 (stereo not given) | -5 | 18 | -2 | 3.1 | -0.1 | -12 | 0.1 | -6 | 1 | 4
O=S(=O)(c1ccc(Cl)c(Cl)c1)c1snnc1-c1ccccc1 | -9 | -41 | -1 | . | 1.2 | . | -3.2 | -1 | 1 | .
CC(C)N(C(=O)COC(=O)c1ccc(Cl)c(S(N)(=O)=O)c1)C(C)C | 2 | 1 | -4 | -1.3 | . | -6 | -1.0 | -2 | 0 | -2
COc1ccc(C(C(=O)NCc2ccccc2)N(Cc2ccco2)C(=O)c2snc(C(N)=O)c2N)cc1 (stereo not given) | -29 | 2 | 13 | 1.7 | -0.4 | 1 | -0.7 | 2 | 4 | -4
O=C(CCN1C(=O)/C(=C/c2ccc(F)cc2)SC1=S)NCCc1ccc(O)cc1 | 2 | 29 | 2 | 0.1 | -0.1 | 8 | -10.0 | 14 | -2 | -132
CCc1ccc2[nH]c(=O)c(CN(CCCN3CCOCC3)C(=O)Nc3ccc(F)cc3)cc2c1 | 8 | -24 | 1 | -2.8 | 1.7 | -7 | -0.5 | 15 | 5 | 2
COc1cc(C2C3=C(CCCC3=O)Nc3ccc4ncccc4c32)ccc1O (stereo not given) | -4 | 22 | -21 | -2.5 | . | 0 | 2.2 | 9 | 7 | 3
COc1ccc(CC(=O)N/N=C(\C)CC(=O)Nc2ccc3c(c2)OCCO3)cc1 | -2 | 6 | 5 | -0.4 | -3.2 | -5 | . | 11 | 3 | 2
C/C(NC1CCCCC1)=C(/C#N)C(=O)NCCN1CCOCC1 | 3 | 25 | 3 | 1.9 | -0.5 | -9 | -0.1 | -1 | -3 | -4
Fc1cccc(F)c1/C=N/NC(=S)Nc1cccnc1 | -1 | 24 | 8 | 0.2 | . | -5 | 0.9 | 11 | 1 | 0
CCCCC(=O)Nc1cnc(NC(=O)c2ccco2)cc1C | -4 | 7 | 2 | -1.0 | -2.6 | 8 | -1.8 | -11 | -1 | -2

Bioassay records as filed in PubChem.
